# Assay outcomes deposited in PubChem by National Center for Advancing Translational Sciences (NCATS).
# KCNH2 3.1 inh = blocks the human KCNH2 3.1 channel isoform; U2OS KCNH2 3.1, thallium flux FluxOr; hits give low values; activity change, % (tested at about 1.8 µM); actives 0.95% (n = 340,000);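 active means maximum activity change below -70%; inconclusive means maximum activity change from -70% to -50%; inactive means maximum activity change above -50%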;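 further: thallium influx rate constant from kinetic fluorescence after stimulation buffer; on the % scale 0 is the no-effect control and ±100 the full control effect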
#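 Channel expression came from 3.1 mutant virus (1.77 x 10^8 /mL) applied to suspended U2OS cells for 4 h. Flux was tracked with FluxOr dye plus Red40 quencher, and kinetic rate constants normalized to controls.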
# TRPV1 agonist = human TRPV1 agonism; Q8NER1; TRPV1-expressing cells, Fluo-8 calcium influx, agonist mode; activation, % at 8.33 µM; actives 0.19% (n = 320,000); AID 540275; in the data active means activation above about 80%; inconclusive means between about 30% and that limit; further: 0% is about no effect
#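 Fluo-8 calcium influx in TRPV1-expressing cells, kinetic read (ex 480/em 520 nm). Compound added and read 3 min for agonist activity, followed by capsaicin at EC20 final and 2 min further read for enhancement.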
# hERG WT inh = blocks the wildtype human KCNH2 potassium channel; Q12809; U2OS, BacMam KCNH2, thallium flux FluxOr; hits give low values; actives 0.37% (n = 340,000); activity change, % at 1.84 µM;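 active means maximum activity change below -70%; inconclusive means maximum activity change between -70% and -50%; inactive means maximum activity change above -50%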; further: on the % scale 0 is the no-effect control and ±100 the full control effect
#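 U2OS cells transduced with wild-type KCNH2 virus are loaded with FluxOr dye for 45 min, and thallium flux is measured in kinetic reads before and after stimulation buffer. Rate constants are normalized to DMSO controls.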
# Menin MLL FP TR = displaces Texas Red mutant MLL peptide from human menin | Potency, µM (top dose mostly 61.6 µM), for inactives: at the highest dose FP activity change, negative = inhibition, usual class: inhibitors | O00255 | Menin + Texas Red MLL mutant peptide, fluorescence polarization | actives 0.23% (n = 270,000); active means well fitted inhibition curve with a large enough effect in the polarisation, with a control signal flat, not every such curve was filed as active; inconclusive means small, poorly fitted or top-dose-only effect, or effect the other way, or a change in a side signal; inactive means no such curve, though single readings can be large or run the other way; the % refers to the polarisation; further: potency means the concentration at half of the fitted maximal effect; % of control where 0% means no effect; many of its hits are not listed in these tables
# GALK inhibitor = galactokinase (human) inhibition; actives 0.007% (n = 270,000); Purified GALK, Kinase-Glo residual ATP luminescence; Potency, µM (series often up to 57.5 µM), without a hit: at the top dose activity change, negative = inhibition, most hits filed as inhibitors; P51570; further: potency means the concentration at half of the fitted maximal effect; on the % scale 0 is the no-effect control and ±100 the full control effect
# Target sequence (P51570 whole entry, looked up): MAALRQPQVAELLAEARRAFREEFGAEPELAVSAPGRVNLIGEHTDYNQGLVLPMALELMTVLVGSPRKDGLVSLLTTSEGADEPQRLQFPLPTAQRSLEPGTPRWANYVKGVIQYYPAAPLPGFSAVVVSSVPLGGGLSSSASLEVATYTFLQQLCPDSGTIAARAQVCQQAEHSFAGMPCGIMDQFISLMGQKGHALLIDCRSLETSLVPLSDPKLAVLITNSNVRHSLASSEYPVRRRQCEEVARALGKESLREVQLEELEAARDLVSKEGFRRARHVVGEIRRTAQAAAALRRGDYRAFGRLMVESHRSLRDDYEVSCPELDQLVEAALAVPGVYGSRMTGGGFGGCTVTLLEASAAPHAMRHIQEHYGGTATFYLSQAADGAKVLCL
#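 GALK at 5 nM final was combined with compound, 35 uM ATP and 100 uM galactose in HEPES pH8.0 with MgCl2 and DTT. The reaction ran one hour at room temperature before luminescent ATP detection.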
# USP2a block = blocks human ubiquitin-specific protease USP2a. USP2 core, Ub-CHOP2 coupled fluorogenic reporter, 485/531. Potency, µM (highest dose often 38.3 µM), for the others: top-dose activity change, negative = inhibition, usual class: inhibitors. actives 0.01% (n = 330,000). AID 463254. O75604;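 further: potency means the concentration at half of the fitted maximal effect; plate controls were DMSO wells for no effect and full inhibition by NEM control for full effect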
# Target sequence (O75604 whole entry, looked up): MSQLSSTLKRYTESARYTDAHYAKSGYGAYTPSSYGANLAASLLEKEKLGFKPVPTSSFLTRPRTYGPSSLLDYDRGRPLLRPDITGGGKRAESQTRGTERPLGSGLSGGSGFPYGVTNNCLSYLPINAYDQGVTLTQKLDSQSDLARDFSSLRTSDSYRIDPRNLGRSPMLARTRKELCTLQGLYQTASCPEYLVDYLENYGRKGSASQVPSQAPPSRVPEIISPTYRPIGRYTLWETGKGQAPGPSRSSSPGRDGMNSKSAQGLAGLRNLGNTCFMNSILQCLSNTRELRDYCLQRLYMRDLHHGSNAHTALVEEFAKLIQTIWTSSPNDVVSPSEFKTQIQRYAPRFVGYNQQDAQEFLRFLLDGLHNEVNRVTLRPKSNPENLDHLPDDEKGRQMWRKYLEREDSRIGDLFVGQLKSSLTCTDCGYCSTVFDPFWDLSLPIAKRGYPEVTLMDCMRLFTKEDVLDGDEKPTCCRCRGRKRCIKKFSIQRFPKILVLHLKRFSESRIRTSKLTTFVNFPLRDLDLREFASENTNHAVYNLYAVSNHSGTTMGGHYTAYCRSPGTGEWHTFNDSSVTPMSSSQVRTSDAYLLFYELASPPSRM
#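 USP2 core (10nM final) preincubated 30min RT with compound in 20mM Tris-HCl pH 8.0, 2mM CaCl2, 2mM beta-mercaptoethanol, 0.05% CHAPS; 25nM Ub-CHOP2 plus 25nM reporter substrate added, fluorescence (Ex485/Em531) read after 60min.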
# CXXC DNA block = blocks binding of human MLL CXXC domain to DNA | Potency, µM (series often up to 115 µM), for the others: at the top dose activity change, negative = inhibition, hits mostly inhibitors | MLL-CXXC / FITC-HOXA9 DNA fluorescence polarization | actives 0.037% (n = 290,000) | AID 2662 | Q03164; active means well fitted inhibition curve with a large enough effect in the polarisation, with a control signal flat, not every such curve was filed as active; inconclusive means small, poorly fitted or top-dose-only effect, or effect the other way, or a change in a side signal; inactive means no such curve, though single readings can be large or run the other way; the % refers to the polarisation; further: potency means the concentration at half of the fitted maximal effect
#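 Purified MLL-CXXC (added from a 7 uM solution) was preincubated 5 min at ambient with pinned compounds in 50 mM Tris-HCl pH 7.5, 50 mM NaCl, 1 mM DTT, 0.05% BSA. Fluorescein-labeled HOX-A9 DNA (50 nM solution) followed, 30 min, then polarization read.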
# B2AR arrestin = agonists driving beta-arrestin recruitment to human beta2-adrenergic receptor; actives 0.02% (n = 330,000); AID 492947; Potency, µM (top dose mostly 46.1 µM), inactives show at the top dose activation, usual class: activators; beta-arrestin recruitment to beta2AR, cell-based reporter;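 further: potency means the concentration at half of the fitted maximal effect; 0% = DMSO controls and full agonism = EC100 isoproterenol or metaproterenol; nearly all actives have a fitted effect of over 65% in size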
# FBPA coupling cs = inhibits coupling enzyme system, counter-screen for aldolase hits; coupling enzyme system counterscreen, AmpLite Red fluorescence; activity change, negative = inhibition, % at 58.2 µM, hits read low; actives 0.67% (n = 290,000); in the data active means activity change below about -30%; further: on the % scale 0 is the no-effect control and ±100 the full control effect
#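 Counterscreen lacking aldolase: glyceraldehyde-3-phosphate coupling-enzyme reagent preincubated 10 min at RT with compound (at 57.5 uM final), then substrate/coupling system with AmpLite Red added; fluorescence read at 525/598 nm after 20 min RT.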
# PKM2 activator = activators of human pyruvate kinase M2; Potency, µM (doses to about 57.5 µM), without a hit: top-dose activation, most hits filed as activators; purified PKM2, Kinase-Glo ATP luminescence, activation; response scale: 0% is enzyme alone, no compound; actives 0.34% (n = 260,000); AID 1631; P14618; further: potency means the concentration at half of the fitted maximal effect; on the % scale 0 is the no-effect control and ±100 the full control effect; nearly all actives have a fitted effect of over 55% in size
#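 Purified hPK-M2 (>95%) run at intermediate activity with 0.1 mM ADP and 0.5 mM PEP in 50 mM imidazole pH 7.2, KCl, MgCl2; 1 h room temperature. ATP formed read by Kinase-Glo luminescence; normalized to uninhibited and no-enzyme controls.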
# Giardia killer = Giardia lamblia killing | Giardia lamblia trophozoite viability | activity change, % at 7.66 µM, hits read low | actives 0.15% (n = 340,000) | AID 540267; in the data active means activity change below about -80%; inconclusive means between about -30% and that limit;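 further: parasites exposed to compound for two days anaerobically before the ATP read; on the % scale 0 is the no-effect control and ±100 the full control effect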
#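 Trophozoite viability was measured as ATP-dependent luminescence, read 15-30 min after reagent addition. Before that, parasites at 100 cells/well were exposed to compounds for 48 h, anaerobically, at 37 deg C.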
# Starred values were filed as active, the others as inactive; ? = inconclusive; / = no result given; [ ] = another dose, or the depositor's remark. Unless noted, the call rests on the fitted dose curve; in most records, active means well fitted curve in the direction sought with a large enough effect; inconclusive means small, poorly fitted or top-dose-only effect, or another doubt; inactive means no such curve, though single readings can be large; an effect the other way counts as inactive or inconclusive. Only part of the results is shown; count on the stated rates, not on these rows.
# Letters: A = KCNH2 3.1 inh; B = TRPV1 agonist; C = hERG WT inh; D = Menin MLL FP TR; E = GALK inhibitor; F = USP2a block; G = CXXC DNA block; H = B2AR arrestin; I = FBPA coupling cs; J = PKM2 activator; K = Giardia killer
SMILES: Cc1ccc(NC(=O)C[n+]2ccccc2)cc1C
  A = 19 | B = 1 | C = 3 | D = -1% | E = -2% | F = 3% | G = 1% | H = -0.7% | I = -1 | J = 0% | K = -9
SMILES: CC(C)Oc1nc(-c2ccc(Cl)cc2)nc2ccccc12
  A = 0 | B = -2 | C = -2 | D = / | E = -2% | F = 1% | G = -3% | H = -0.4% | I = 1 | J = 7% | K = 5
SMILES: O=C(Nc1cccc(Cl)c1)Nc1c[nH]c(=O)[nH]c1=O
  A = 4 | B = 1 | C = -4 | D = 13% | E = -1% | F = -2% | G = 87%[activator] | H = 0.2% | I = -1 | J = / | K = 8
SMILES: COCC(C)NC(=O)COCc1cc(-c2ccc3c(c2)OCO3)on1 (stereo not given)
  A = -18 | B = 0 | C = -12 | D = -11% | E = -2% | F = 1% | G = 19% | H = -0.7% | I = -2 | J = / | K = -4
SMILES: Cc1ccc(S(=O)(=O)N2CCCCC2)cc1NC(=O)CSc1nnc(C2CC2)n1N
  A = -5 | B = / | C = -10 | D = / | E = / | F = 4% | G = / | H = -1.1% | I = / | J = / | K = -12
SMILES: NS(=O)(=O)c1cccc(NC(=O)c2ccccc2NS(=O)(=O)c2ccc(F)cc2)c1
  A = 6 | B = -2 | C = -5 | D = ? | E = -1% | F = -5% | G = -10% | H = -1.0% | I = 4 | J = 1% | K = 9
SMILES: COc1cccc(N(CC(=O)NC2CCCC2)C(=O)CCC(=O)Nc2cc(C)on2)c1
  A = 7 | B = 2 | C = 2 | D = -7% | E = 0% | F = 1% | G = 6% | H = 0.1% | I = 0 | J = / | K = 4
SMILES: CCn1c(=O)c(C(=O)NCc2ccc3c(c2)OCO3)c(O)c2ccccc21
  A = -10 | B = 1 | C = 27 | D = 10% | E = -1% | F = 1% | G = -9% | H = -0.1% | I = 0 | J = 4% | K = -11
SMILES: Cn1c(=O)n(CC(=O)N2CCN(c3nnc(-c4ccccc4)c4ccccc34)CC2)c2ccccc21
  A = 13 | B = 0 | C = -11 | D = -1% | E = -1% | F = 1% | G = -6% | H = -0.3% | I = 3 | J = -4% | K = 10
SMILES: COc1cc(/C=N/NC(=O)Cc2cccs2)c([N+](=O)[O-])cc1OC
  A = -7 | B = -1 | C = 1 | D = ? | E = 1% | F = 0% | G = ? | H = -0.5% | I = -4 | J = -13% | K = 6
SMILES: NC(=O)C1CCN(C2CC(=O)N(Cc3cccs3)C2=O)CC1 (stereo not given)
  A = 3 | B = 2 | C = -3 | D = -1% | E = 0% | F = 2% | G = -1% | H = -0.3% | I = 4 | J = 22% | K = 1
SMILES: CCOCCCn1c(=S)[nH]c2cc(C(=O)NCCCN(CC)CC)ccc2c1=O
  A = 7 | B = 4 | C = 3 | D = -3% | E = 0% | F = -1% | G = 9% | H = 0.2% | I = 0 | J = 1% | K = -15
SMILES: O=C(O)c1ccc(S(=O)(=O)c2ccc3c(c2)C(=O)N(NC(=O)c2ccccc2)C3=O)cc1
  A = -7 | B = ? | C = -1 | D = 9% | E = -1% | F = 1% | G = 8% | H = 0.1% | I = 16 | J = -15% | K = -11
SMILES: CCCCn1c(N)c(N(CCC(C)C)C(=O)c2ccc(N3CCCC3=O)cc2)c(=O)[nH]c1=O
  A = 11 | B = 1 | C = -22 | D = / | E = / | F = 0% | G = / | H = 0.0% | I = / | J = / | K = 0
SMILES: COc1ccccc1CNc1cc(CSc2ccc(Cl)cc2)nc(C)n1
  A = -35 | B = 18 | C = -13 | D = 0% | E = 0% | F = -9% | G = 9% | H = -0.2% | I = 4 | J = 0% | K = 10

# Remaining list, next part.
# Letters: A = KCNH2 3.1 inh; B = TRPV1 agonist; C = hERG WT inh; D = Menin MLL FP TR; E = GALK inhibitor; F = USP2a block; G = CXXC DNA block; H = B2AR arrestin; I = FBPA coupling cs; J = PKM2 activator; K = Giardia killer
SMILES: CCOC(=O)c1cc(/C(C)=N/OC(=O)c2ccc(C(C)(C)C)cc2)on1
  A = 3 | B = / | C = -20 | D = / | E = 0% | F = 0% | G = 3% | H = -0.8% | I = 2 | J = -7% | K = -4
SMILES: Cc1ccc2nc(N(CCCN(C)C)C(=O)c3ccco3)sc2c1
  A = -24 | B = 0 | C = 7 | D = -7% | E = -1% | F = 2% | G = 15% | H = -0.1% | I = 0 | J = -3% | K = -2
SMILES: Cc1ccc(CS(=O)(=O)Cc2ccc(C(=O)NCc3ccccn3)o2)cc1
  A = -10 | B = -6 | C = 6 | D = -5% | E = -3% | F = 6% | G = 0% | H = 0.1% | I = -1 | J = 17% | K = 7
SMILES: COC(=O)c1ccc(NC(=O)c2cc(-c3ccncc3)nc3ccccc23)cc1
  A = 12 | B = 1 | C = -8 | D = / | E = / | F = 1% | G = / | H = -0.2% | I = / | J = / | K = 10
SMILES: Cc1nnc(SCc2cccc(Cl)c2)n(N)c1=O
  A = 4 | B = 7 | C = -20 | D = -1% | E = 2% | F = -1% | G = 5% | H = -0.3% | I = 0 | J = 1% | K = -13
SMILES: COc1ccccc1C(=O)N1CCN(C(=O)Cc2ccccc2)CC1
  A = -16 | B = -1 | C = -1 | D = 3% | E = -3% | F = 1% | G = 2% | H = -0.3% | I = 0 | J = 2% | K = -9
SMILES: CN1CCN(CCCNC(=O)C2CC(=O)N(C3CCCCC3)C2)CC1 (stereo not given)
  A = 1 | B = -3 | C = 14 | D = 8% | E = -3% | F = -1% | G = 6% | H = -0.8% | I = 6 | J = -1% | K = 0
SMILES: O=C(CSc1n[nH]c(-c2ccccc2)n1)c1ccccc1
  A = -10 | B = 6 | C = 9 | D = 36%[activator] | E = 6% | F = -1% | G = -4% | H = 6.0% | I = -13 | J = -13% | K = -13
SMILES: COC(=O)n1c(SC)nc2ccccc21
  A = 1 | B = / | C = 0 | D = / | E = -3% | F = -1% | G = -2% | H = 4.5% | I = -1 | J = -14% | K = -5

# Structures from the list above containing four or more nitrogen atoms, in the order listed:
# Letters: A = KCNH2 3.1 inh; B = TRPV1 agonist; C = hERG WT inh; D = Menin MLL FP TR; E = GALK inhibitor; F = USP2a block; G = CXXC DNA block; H = B2AR arrestin; I = FBPA coupling cs; J = PKM2 activator; K = Giardia killer
SMILES: O=C(Nc1cccc(Cl)c1)Nc1c[nH]c(=O)[nH]c1=O
  A = 4 | B = 1 | C = -4 | D = 13% | E = -1% | F = -2% | G = 87%[activator] | H = 0.2% | I = -1 | J = / | K = 8
SMILES: Cc1ccc(S(=O)(=O)N2CCCCC2)cc1NC(=O)CSc1nnc(C2CC2)n1N
  A = -5 | B = / | C = -10 | D = / | E = / | F = 4% | G = / | H = -1.1% | I = / | J = / | K = -12
SMILES: COc1cccc(N(CC(=O)NC2CCCC2)C(=O)CCC(=O)Nc2cc(C)on2)c1
  A = 7 | B = 2 | C = 2 | D = -7% | E = 0% | F = 1% | G = 6% | H = 0.1% | I = 0 | J = / | K = 4
SMILES: Cn1c(=O)n(CC(=O)N2CCN(c3nnc(-c4ccccc4)c4ccccc34)CC2)c2ccccc21
  A = 13 | B = 0 | C = -11 | D = -1% | E = -1% | F = 1% | G = -6% | H = -0.3% | I = 3 | J = -4% | K = 10
SMILES: CCOCCCn1c(=S)[nH]c2cc(C(=O)NCCCN(CC)CC)ccc2c1=O
  A = 7 | B = 4 | C = 3 | D = -3% | E = 0% | F = -1% | G = 9% | H = 0.2% | I = 0 | J = 1% | K = -15
SMILES: CCCCn1c(N)c(N(CCC(C)C)C(=O)c2ccc(N3CCCC3=O)cc2)c(=O)[nH]c1=O
  A = 11 | B = 1 | C = -22 | D = / | E = / | F = 0% | G = / | H = 0.0% | I = / | J = / | K = 0
SMILES: Cc1nnc(SCc2cccc(Cl)c2)n(N)c1=O
  A = 4 | B = 7 | C = -20 | D = -1% | E = 2% | F = -1% | G = 5% | H = -0.3% | I = 0 | J = 1% | K = -13
SMILES: CN1CCN(CCCNC(=O)C2CC(=O)N(C3CCCCC3)C2)CC1 (stereo not given)
  A = 1 | B = -3 | C = 14 | D = 8% | E = -3% | F = -1% | G = 6% | H = -0.8% | I = 6 | J = -1% | K = 0
